PI5P4K alpha inh = inhibitors of human PI5P4K alpha. P48426. PI5P4Kalpha enzyme, ADP-Glo luminescence, 60 min; active compounds read low. max response, %. 1.2% of 330,000 active. AID 652105; active = max response of -50% or lower; inconclusive = between -30% and -50%; inactive = -30% or higher; note: value at the top dose of about 77 µM; % is set by controls: 0 for no effect and ±100 for the full control effect
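qHTS, 1536-well: enzyme/substrate mix, compound by pin tool, 5 microM ATP final; RT 60 min; ADP-Glo reagents 1 (45 min) then 2 (30 min); luminescence.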
GLP-1R agonist = GLP-1 receptor (human) agonism; 0.007% of 380,000 active; P43220; Potency, µM (titrated, usually from 45.6 µM), inactives show at the highest dose activation, usual class: activators; HEK293 GLP-1R CRE-luciferase, luminescence, 4-6 h; cells express a hypersensitive GLP-1R form; note: potency is the fitted concentration of half-maximal effect; % of control where 0% means no effect
EPAC1 antagonist = antagonists of human EPAC1. Potency, µM (top dose mostly 115 µM), without a hit: at the top dose activity change, negative = inhibition, actives largely listed as inhibitors. 0.14% of 360,000 active. EPAC1 GEF assay, Rap1b-BODIPY-GDP exchange fluorescence. AID 720709;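 note: potency is the fitted concentration of half-maximal effect; plate controls were vehicle for no effect and positive control for full effect; nearly all actives have a fitted effect of over 50% in size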
Target sequence (O95398 whole entry, looked up): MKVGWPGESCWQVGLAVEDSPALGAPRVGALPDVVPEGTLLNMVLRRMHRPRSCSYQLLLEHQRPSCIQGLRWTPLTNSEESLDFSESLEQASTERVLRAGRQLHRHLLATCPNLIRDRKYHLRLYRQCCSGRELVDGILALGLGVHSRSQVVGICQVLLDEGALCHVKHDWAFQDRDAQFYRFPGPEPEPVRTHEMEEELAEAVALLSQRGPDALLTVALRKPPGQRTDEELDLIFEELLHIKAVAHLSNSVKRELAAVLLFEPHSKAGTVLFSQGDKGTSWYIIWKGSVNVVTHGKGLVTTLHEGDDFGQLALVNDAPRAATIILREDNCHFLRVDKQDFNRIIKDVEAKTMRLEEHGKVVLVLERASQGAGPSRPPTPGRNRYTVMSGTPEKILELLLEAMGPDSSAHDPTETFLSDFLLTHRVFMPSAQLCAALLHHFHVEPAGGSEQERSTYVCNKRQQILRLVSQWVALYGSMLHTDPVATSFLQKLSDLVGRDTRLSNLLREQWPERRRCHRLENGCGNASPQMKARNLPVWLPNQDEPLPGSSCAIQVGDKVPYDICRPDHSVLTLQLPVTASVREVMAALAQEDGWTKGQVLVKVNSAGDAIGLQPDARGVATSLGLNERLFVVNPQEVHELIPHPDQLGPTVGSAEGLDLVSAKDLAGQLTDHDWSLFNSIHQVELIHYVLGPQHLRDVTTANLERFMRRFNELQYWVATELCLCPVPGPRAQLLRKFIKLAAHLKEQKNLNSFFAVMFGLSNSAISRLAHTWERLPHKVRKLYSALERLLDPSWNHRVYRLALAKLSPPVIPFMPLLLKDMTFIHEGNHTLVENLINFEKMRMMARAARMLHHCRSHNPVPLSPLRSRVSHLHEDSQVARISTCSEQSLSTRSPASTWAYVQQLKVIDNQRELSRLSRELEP
GLP-1R inv ag = GLP-1 receptor (human) inverse agonism. P43220. HEK293 GLP-1R CRE-luciferase, luminescence, 24 h; GLP-1R form is constitutively active. Potency, µM (highest dose often 38.3 µM), without a hit: at the top dose activity change, negative = inhibition, usual class: inhibitors. 1.6% of 410,000 active. AID 624417; note: potency is the fitted concentration of half-maximal effect; % is set by controls: 0 for no effect and ±100 for the full control effect; nearly all actives have a fitted effect of over 55% in size
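qHTS in 1536-well format: reporter HEK293 cells expressing constitutive GLP-1R activity in DMEM + 10% Nu serum, 24 hr with compounds at 37 deg C, luminescence read after 12 min with detection reagent.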
HEK293 tox = cytotoxicity counter-screen for GLP-1 receptor inverse agonists. 0.13% of 410,000 active. AID 624418. Potency, µM (highest dose often 38.3 µM), for inactives: top-dose activity change, negative = inhibition, actives largely listed as inhibitors. HEK293 cAMP-luciferase reporter cells, luminescence, 24 h;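 note: loss of luciferase light is scored as toxicity; potency is the fitted concentration of half-maximal effect; % is set by controls: 0 for no effect and ±100 for the full control effect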
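A 23 nL compound transfer followed 12 hours of cell culture at 37 deg C; exposure then lasted 24 hr. Luciferase assay detection reagent was dispensed and plates read for luminescence after a 12 min room-temperature wait.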
EPAC1 ag = activates human EPAC1 exchange factor. Potency, µM (titrated, usually from 154 µM), for the others: top-dose activation, most hits filed as activators. 0.073% of 360,000 active. AID 720707. EPAC1 agonist qHTS, biochemical assay; response scale: 100% = response to 6.5 mM cAMP. O95398; note: potency is the fitted concentration of half-maximal effect; nearly all actives have a fitted effect of over 60% in size
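Read-out is the fluorescence drop as BODIPY-GDP leaves Rap1B (480 nm excitation, 540 nm emission), recorded every 5 minutes over 30 minutes. Reactions held 100 nM EPAC1, 250 nM Rap1B–BODIPY-GDP and 50 uM GDP, with 6.5 mM cAMP setting full activation.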
PTHR1 ag = PTHR1 (human) receptor agonism; AID 743266; HEK293 GP2 PTHR1 cells, GloSensor cAMP luminescence, 1 h; 0.075% of 410,000 active; Q03431; Potency, µM (titrated, usually from 115 µM), without a hit: at the highest dose activation, actives largely listed as activators; note: potency is the fitted concentration of half-maximal effect; nearly all actives have a fitted effect of over 55% in size; some results filed as inactive show a strong effect at the top dose; inactives centre near -15; many of its hits are not listed in these tables
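HEK-293-derived GP2 cells expressing PTHR1 and a GloSensor cAMP reporter, 3,000/well, plated overnight, given luciferin plus IBMX (each 0.5 mM as added) for 1 h at 37 °C, then compound for 1 h at 37 °C. Luminescence was read after 15 min at room temperature.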
PLK1 PBD inh = inhibitors of human PLK1 polo-box domain binding. P53350. Potency, µM, for inactives: max response, negative = inhibition, actives largely listed as inhibitors. 2.8% of 360,000 active. Plk1 PBD binding of FITC phosphopeptide, fluorescence polarization; note: potency is the fitted concentration of half-maximal effect; series mostly up to about 57 µM; % is set by controls: 0 for no effect and ±100 for the full control effect; nearly all actives have a fitted effect of over 65% in size
IL-2 act = activators of IL-2; IL-2 activation reporter assay, cell-based qHTS; stimulated with anti-CD3/CD4/CD28 beads; in transgenic mouse T cells; activation, % (series mostly up to about 46 µM); 0.065% of 360,000 active; AID 652025; in the data active = activation above about 50%; inconclusive = mostly about 30% to 49%; note: 0% is about no effect
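First, unstimulated transgenic mouse T cells were exposed to compound for 60 min. Next, anti-CD3/anti-CD4-coated beads with anti-CD28 were added. Finally, after 18 h at 37 degrees C, EGFP and DsRed were imaged.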
An asterisk follows results filed as active; i = inactive; ? = inconclusive; · = no result given; [ ] = another dose, or the depositor's remark. Unless noted, calls come from the whole dose curve; as a rule, active = well fitted curve in the direction sought with a large enough effect; inconclusive = small, poorly fitted or top-dose-only effect, or another doubt; inactive = no such curve, though single readings can be large; an effect the other way counts as inactive or inconclusive.

SMILES	PI5P4K alpha inh	GLP-1R agonist	EPAC1 antagonist	GLP-1R inv ag	HEK293 tox	EPAC1 ag	PTHR1 ag	PLK1 PBD inh	IL-2 act
CCOC(=O)c1ccc2[nH]c3c(c2c1)CCCC3	14	15%	-11%	?	1%	-2%	i	-1%	-1.2
CCN1CCN(CCC(=O)Nc2ccc(F)c(F)c2)CC1	3	-14%	12%	0%	10%	11%	i	0%	1.0
CN(C)c1ccc(/C=N/NC(=O)c2ccccc2O)o1	-19	1%	16%	13%	0%	2%	i	-12%	-0.4
CC(C)n1nnc(-c2ccc(OCc3ccccc3F)cc2)n1	20	-5%	-10%	?	19%	20%	-8%	-11%	1.1
CCOC(=O)C1=C(CN2CCN(c3ccccc3)CC2)NC(=O)NC1c1ccc(C)cc1 (stereo not given)	·	1%	·	9%	18%	·	-78%[inhibitor]	·	·
O=C(COC(=O)c1ccc(O)cc1O)NC1CC1	-4	0%	3%	1%	5%	-6%	-9%	5%	0.7
Cc1ccc(S(=O)(=O)N2CCCCC2)cc1NC(=O)COC(=O)C1=COCCO1	3	9%	-14%	-25%	14%	2%	i	-10%	3.3
COc1cc(CNCc2ccccc2)cc(Cl)c1OC	1	6%	-2%	?	1%	-1%	i	-17%	1.9
Cc1cc(C)nc(Nc2ccc(N3CCCC3)cc2)n1	·	0%	-7%	5%	4%	0%	i	-5%	-0.7
O=S1(=O)CC(O)C(NCCO)C1 (stereo not given)	0	0%	12%	8%	-9%	5%	i	-12%	1.2
CCOC(=O)c1snc2c(=O)[nH]cnc12	·	-1%	-1%	6%	5%	2%	-4%[57.5 µM]	-8%	0.7
O=C(NN=C1c2ccccc2-c2ccccc21)c1ccccn1	·	-2%	-4%	-2%	-4%	14%	-25%	-11%	-3.3
CCC(CC)C(=O)Nc1cccc(C(=O)Nc2ccc(S(N)(=O)=O)cc2)c1	-4	-7%	?	1%	14%	1%	i	-5%	-4.6
NC(=O)c1nsc(C(=O)N(Cc2cccnc2)C(C(=O)NCc2ccccc2)c2ccc(O)cc2)c1N (stereo not given)	5	10%	19%	1%	0%	2%	-24%	-3%	3.6
CCOC(=O)N1CCC(NC(=O)CSCc2nc(-c3sccc3C)oc2C)CC1	0	12%	-10%	-15%	-7%	-21%	-7%	-26%	-2.9
CCN(CC)CCC(C)OC(c1ccccc1)c1ccccc1 (stereo not given)	7	-1%	7%	?	-9%	-10%	i	8%	-1.0
CCCCCNC(=O)C(c1ccc(-c2ccccc2)cc1)n1c(=O)c(-c2ccccc2)nc2ccccc21 (stereo not given)	0	·	9%	21%	2%	-13%	i	2%	-0.5
COc1ccc2[nH]c(=O)c(CN(Cc3cccnc3)C(=O)Nc3ccccc3)cc2c1	-2	6%	-13%	33%[activator]	?	8%	-16%	-6%	-1.4
C=CCNc1nc2ccccc2nc1NS(=O)(=O)c1ccc(Br)cc1	2	-2%	-4%	?	-2%	2%	-9%	-24%	0.8
Cc1cc(C)nc(N/N=C/c2ccccc2OCC(=O)O)n1	7	0%	1%	-34%	-6%	8%	i	?	1.3
Cc1ccc(C(=O)N2CCN(c3ccc(C(F)(F)F)cn3)CC2)c(C)c1	0	12%	-25%	?	4%	-2%	-29%	-7%	-1.8
O=C(CCNC(=O)c1ccccc1Cl)NCCCSc1ccccc1	-7	-5%	3%	-9%	-25%	-18%	i	4%	0.0
O=C(Cc1cccc2ccccc12)Nc1cc(C(=O)O)cc(C(=O)O)c1	3	-5%	-6%	-1%	-8%	8%	i	-2%	0.7
COc1ccc(-c2[nH]c(-c3ccc(C(=O)O)cc3)nc2-c2ccccc2)cc1	4	4%	-5%	0%	6%	-7%	-6%[57.5 µM]	-9%	-0.7
O=C1CC(c2ccccc2)n2nc(NS(=O)(=O)c3ccccc3)nc2N1 (stereo not given)	-9	-3%	11%	-5%	0%	-4%	i	-22%	1.5
SMILES	PI5P4K alpha inh	GLP-1R agonist	EPAC1 antagonist	GLP-1R inv ag	HEK293 tox	EPAC1 ag	PTHR1 ag	PLK1 PBD inh	IL-2 act
O=C(COC(=O)c1ccccc1Br)NC(=O)NCc1ccccc1	5	22%	-8%	?	0%	2%	-48%[inhibitor]	-4%	-0.2
CCOC(=O)c1sc(NC(=S)NC(=O)C2CCCC2)cc1C	-5	13%	-17%	?	-4%	5%	-30%	-27%	-3.5
COC(=O)CN(C)C(=O)c1ccccc1OC1CCN(S(C)(=O)=O)CC1	-1	-1%	-1%	20%	-2%	7%	i	-16%	-0.4
COc1ccc(CCNC(=O)COC(=O)c2ccccn2)cc1	5	1%	22%	35%[activator]	2%	1%	-5%	3%	0.1
COc1ccccc1NC(=O)O/N=C(\N)c1ccccc1	-26	6%	6%	?	3%	9%	i	11µM*	-3.3
COCCNC(=O)Nc1ccc2c(c1)N(C)C(=O)CS2	·	-1%	8%	0%	12%	2%	-1%[57.5 µM]	-4%	-2.1
O=[N+]([O-])c1ccc(/C=N/Nc2nc(NCc3ccccc3)nc(N3CCOCC3)n2)cc1	-2	13%	-7%	1%	7%	5%	-9%	-11%	-1.1
Cc1csc(NC(=O)CSc2sc3c(O)cc(=O)[nH]c3c2C#N)n1	-81*	3%	50µM*	-16%	-2%	4%	i	?	2.4
CN(C)CCOCCOc1ccc(Cl)cc1Br	2	-5%	-1%	?	3%	-5%	-23%	6%	-2.6
Cc1cc(N2CCOCC2)n2nc(C)c(-c3ccc(Cl)cc3)c2n1	3	0%	4%	1%	-2%	-4%	-9%	4%	-2.0
CSc1nc(N)n2nc(-c3ccc(Cl)cc3)cc2n1	-8	-3%	-2%	17%	1%	-7%	-12%	4%	-1.1
CCN(CC)C(=O)CSc1nc(N)c(-c2ccccc2)c(=O)[nH]1	-4	0%	18%	1%	8%	3%	-7%	-12%	0.9
CNC(=O)c1c(NC(=O)CCS(=O)(=O)c2ccc(C)cc2)sc(C)c1C	0	12%	16%	-12%	-1%	-1%	i	0%	2.2
Nc1ccn([C@@H]2O[C@H](CNCc3cc(Br)ccc3OCc3ccccc3)[C@@H](O)[C@H]2O)c(=O)n1	-1	5%	-30%	8%	4%	-12%	-23%	-12%	-2.2
O=C(c1cccc([N+](=O)[O-])c1)N1CCN(c2ccc(N3CCOCC3)nn2)CC1	7	-2%	-4%	6%	-2%	9%	i	-6%	0.6
COc1ccc(Cl)cc1NC(=O)COC(=O)CC(C)(C)CC1=NS(=O)(=O)c2ccccc2N1	·	0%	·	?	-15%	·	-28%	·	·
COCCn1c(C)cc(C(=O)CSc2cc(C)c3ccccc3n2)c1C	21	1%	-25%	13µM*	10%	17%	-17%	-11%	-5.2
S=C(Nc1cccnc1)Nc1cccc2cnccc12	-28	0%	14%	-5%	6%	-3%	-11%	?	-3.8
CN1C(=O)C(C)(C)c2cc(S(=O)(=O)NCC3CCC(C(=O)NCc4ccc(F)cc4)CC3)ccc21 (stereo not given)	1	0%	-25%	-24%	-8%	-9%	-30%[inhibitor]	-11%	-1.7
O=C(c1cccc(S(=O)(=O)N2CCCCC2)c1)N1CCN(c2ccccc2)CC1	3	-10%	-2%	-29%	0%	14%	-21%	-5%	-4.1
NS(=O)(=O)c1ccc(CCNCc2cc(Br)ccc2OCc2ccccc2F)cc1	11	6%	?	?	-8%	-3%	0%	-25%	-0.7

Ordered by length of the SMILES (rising): 15 of the compounds above
SMILES	PI5P4K alpha inh	GLP-1R agonist	EPAC1 antagonist	GLP-1R inv ag	HEK293 tox	EPAC1 ag	PTHR1 ag	PLK1 PBD inh	IL-2 act
S=C(Nc1cccnc1)Nc1cccc2cnccc12	-28	0%	14%	-5%	6%	-3%	-11%	?	-3.8
COc1ccccc1NC(=O)O/N=C(\N)c1ccccc1	-26	6%	6%	?	3%	9%	i	11µM*	-3.3
COCCNC(=O)Nc1ccc2c(c1)N(C)C(=O)CS2	·	-1%	8%	0%	12%	2%	-1%[57.5 µM]	-4%	-2.1
COc1ccc(CCNC(=O)COC(=O)c2ccccn2)cc1	5	1%	22%	35%[activator]	2%	1%	-5%	3%	0.1
CCOC(=O)c1sc(NC(=S)NC(=O)C2CCCC2)cc1C	-5	13%	-17%	?	-4%	5%	-30%	-27%	-3.5
O=C(COC(=O)c1ccccc1Br)NC(=O)NCc1ccccc1	5	22%	-8%	?	0%	2%	-48%[inhibitor]	-4%	-0.2
COCCn1c(C)cc(C(=O)CSc2cc(C)c3ccccc3n2)c1C	21	1%	-25%	13µM*	10%	17%	-17%	-11%	-5.2
CCN(CC)C(=O)CSc1nc(N)c(-c2ccccc2)c(=O)[nH]1	-4	0%	18%	1%	8%	3%	-7%	-12%	0.9
COC(=O)CN(C)C(=O)c1ccccc1OC1CCN(S(C)(=O)=O)CC1	-1	-1%	-1%	20%	-2%	7%	i	-16%	-0.4
NS(=O)(=O)c1ccc(CCNCc2cc(Br)ccc2OCc2ccccc2F)cc1	11	6%	?	?	-8%	-3%	0%	-25%	-0.7
CNC(=O)c1c(NC(=O)CCS(=O)(=O)c2ccc(C)cc2)sc(C)c1C	0	12%	16%	-12%	-1%	-1%	i	0%	2.2
O=C(c1cccc([N+](=O)[O-])c1)N1CCN(c2ccc(N3CCOCC3)nn2)CC1	7	-2%	-4%	6%	-2%	9%	i	-6%	0.6
O=[N+]([O-])c1ccc(/C=N/Nc2nc(NCc3ccccc3)nc(N3CCOCC3)n2)cc1	-2	13%	-7%	1%	7%	5%	-9%	-11%	-1.1
COc1ccc(Cl)cc1NC(=O)COC(=O)CC(C)(C)CC1=NS(=O)(=O)c2ccccc2N1	·	0%	·	?	-15%	·	-28%	·	·
CN1C(=O)C(C)(C)c2cc(S(=O)(=O)NCC3CCC(C(=O)NCc4ccc(F)cc4)CC3)ccc21 (stereo not given)	1	0%	-25%	-24%	-8%	-9%	-30%[inhibitor]	-11%	-1.7

Compound activity as filed in PubChem.

Only part of the results is shown; rates above refer to the full screens.
